PhoP inhibition: inhibitors of PhoP regulon expression, primary screen, Salmonella Typhimurium, GFP reporter (AID 1863); inhibition, % at 50 µM; hits with a dose series show IC50 in µM; 300,000 compounds, 0.16% hits; S. Typhimurium PhoP-regulated promoter GFP reporter, 4 h; higher % means a stronger effect;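 active means inhibition over 29.93%, a cutoff 3 SD above the screen mean, later confirmed by dose response; inconclusive means inhibition over 29.93% but no dose response follow-up; inactive means inhibition at most 29.93% or unconfirmed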;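 further: 0% = low Mg2+ inducing control and 100% = high Mg2+ repressing control; strong numbers were not always called active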
HIV peptide binding: inhibitors of HIV fusion peptide binding, primary screen, biochemical, uHTS, fluorescence dequenching (AID 1986). cell-free peptide binding, fluorescence dequenching, 30 min; higher % means a stronger effect. inhibition, % at 20 µM; hits with a dose series show IC50 in µM. 290,000 compounds, 0.3% hits; in the data active means inhibition mostly above about 52%, no sharp cut-off; inactive means mostly below about 76%; further: some results filed as inactive read as strong as hits
GPR55 LPI antagonism: GPR55 antagonists blocking LPI-driven arrestin recruitment, primary screen, imaging, U2OS, beta-arrestin-GFP, LPI agonist (AID 2013); G-protein coupled receptor 55 (Homo sapiens); U2OS GPR55 beta-arrestin-GFP translocation imaging, LPI antagonism; higher % means a stronger effect; inhibition, % at 10 µM, or IC50 in µM where a hit was titrated; 290,000 compounds, 0.13% hits;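 active means spots per cell inhibited over 60%, with over 100 cells counted and total cytoplasm intensity under 500,000; inconclusive means wells with under 100 cells, flagged as likely toxic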;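 further: U2OS cells stably carrying GPR55 and arrestin-GFP stimulated by 5 µM LPI near EC80; imaged beta-arrestin-GFP aggregate spots per cell after agonist stimulation; plate controls were LPI-stimulated DMSO wells for no effect and DMSO wells without LPI for full effect; some results filed as inactive read as strong as hits; confirmed hits need IC50 under 10 µM and bright autofluorescent wells are also inconclusive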
LYP inhibition: inhibitors of LYP phosphatase, biochemical, fluorescence intensity, uHTS (AID 1779). 290,000 compounds, 0.054% hits. Tyrosine-protein phosphatase non-receptor type 22 (Homo sapiens). inhibition, % at 11.5 µM; hits with a dose series show IC50 in µM. recombinant LYP phosphatase, fluorescence intensity; higher % means a stronger effect; in the data active means inhibition above about 50%;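 further: plate controls were vehicle with enzyme for no effect and no enzyme for full effect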
GPR35 arrestin U2OS: GPR35 antagonists blocking zaprinast-driven arrestin recruitment, primary screen, imaging, U2OS, beta-arrestin-GFP, zaprinast agonist (AID 2058) | G-protein coupled receptor 35 (Homo sapiens) | U2OS GPR35 beta-arrestin-GFP translocation imaging, zaprinast antagonism; higher % means a stronger effect | one-dose inhibition, % at 10 µM; IC50 in µM for titrated hits | 290,000 compounds, 0.052% hits;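 active means inhibition of at least 50% with at least 30 cells and total cytoplasm GFP at most 10,000,000; inconclusive means under 30 cells or total GFP of 10,000,000 plus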
MgcRacGAP inhibition: MgcRacGAP GTPase-activating activity inhibitors, confirmation, biochemical, ADP Hunter fluorescence; 340,000 compounds, 0.6% hits; AID 624330, 2012; inhibition, % at 30 µM, or IC50 in µM where a hit was titrated; Rac GTPase-activating protein 1 (Homo sapiens); MgcRacGAP-stimulated Rac1 GTP hydrolysis, ADP Hunter fluorescence; higher % means a stronger effect; GST-tagged Rac1 F28L mutant substrate;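 active means first-screen hits whose inhibition reached a set limit at any dose in the follow-up dose series; inconclusive means inhibition above the set first-screen limit but never retested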;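 further: fluorescence reports GDP produced by GAP-driven GTP hydrolysis; strong numbers were not always called active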
Myeloid diff 2: induction of myeloid progenitor differentiation, primary screen, cell-based, flow cytometry, MLPCN library. ER-HoxA9 myeloid progenitors, lysozyme-GFP differentiation. 360,000 compounds, 1% hits. calls only at 10 µM;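 active means normalized GFP-positive differentiation at or above the plate's own cutoff, the solvent-only control mean plus 3 SD; inconclusive means no clear call, values can overlap the other calls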;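 further: cells exposed to compound for four days before flow analysis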
NTR1 ag: agonists of NTR1, primary screen, imaging, U2OS cells, beta-arrestin-GFP, high content (AID 493036). NTR1-U2OS beta-arrestin-GFP spot imaging, agonist mode. activation, % at 20 µM. 330,000 compounds, 0.17% hits;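 active means activation at or above 40% of the spot to cytoplasm intensity ratio, with at least 20 cells analyzed; inconclusive means wells under 20 cells, flagged as cytotoxic or low count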;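 further: 0% = DMSO without peptide and 100% = 100 nM NTR1 peptide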
Target sequence (P30989 whole entry, looked up): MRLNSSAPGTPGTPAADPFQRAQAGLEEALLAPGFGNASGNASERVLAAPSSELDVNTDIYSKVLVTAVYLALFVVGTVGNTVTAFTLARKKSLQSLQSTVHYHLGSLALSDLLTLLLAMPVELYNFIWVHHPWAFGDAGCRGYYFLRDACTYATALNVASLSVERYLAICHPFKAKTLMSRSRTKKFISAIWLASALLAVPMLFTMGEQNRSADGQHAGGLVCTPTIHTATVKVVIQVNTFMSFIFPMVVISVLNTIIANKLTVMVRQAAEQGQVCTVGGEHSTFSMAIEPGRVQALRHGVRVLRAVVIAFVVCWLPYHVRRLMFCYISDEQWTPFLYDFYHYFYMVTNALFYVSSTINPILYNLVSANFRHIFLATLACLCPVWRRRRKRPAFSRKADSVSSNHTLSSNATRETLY
SIAH1 antagonists: Siah-1 peptide-binding antagonists, primary screen, biochemical, fluorescence polarization, rhodamine-plectin, uHTS (AID 1817); Siah-1 / rhodamine-plectin peptide fluorescence polarization; higher % means a stronger effect; E3 ubiquitin-protein ligase SIAH1 (Homo sapiens); displacement, % at 20 µM; hits with a dose series show IC50 in µM; 290,000 compounds, 0.02% hits;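 active means displacement of at least 50% at 20 µM, with a fluorescence ratio check between 0.3 and a set limit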;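 further: plate controls were Siah plus tracer with DMSO for no effect and tracer alone without Siah for full effect; strong numbers were not always called active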
NTR1 ag cell count 20 µM: second read-out of NTR1 ag, no call of its own (marks repeat the call); cell count; measured here: cell count, cytotoxicity flag
Myeloid diff 2 GFP+ MAC1+ %: further read-out of Myeloid diff 2, marked with its call; GFP+ MAC1+ double positive, %; measured here: differentiation confirmed by MAC1 staining
Numbers without * were called inactive; i = inactive; ? = inconclusive; . = not tested or not shown; + = active, no number.

Results follow in this order: PhoP inhibition, HIV peptide binding, GPR55 LPI antagonism, LYP inhibition, GPR35 arrestin U2OS, MgcRacGAP inhibition, Myeloid diff 2, Myeloid diff 2 GFP+ MAC1+ %, NTR1 ag, NTR1 ag cell count 20 µM, SIAH1 antagonists
- CCN1CCN(C(=O)c2cc3c(-c4ccc(Cl)cc4)nn(C)c3s2)CC1
→ -2%, 0.5%, 1%, -11%, 6%, 16%, +, 38*, 1.0, 72, 6%
- COc1ccc2c(CC(=O)N[C@@H](Cc3ccccc3)C(=O)O)cc(=O)oc2c1C
→ 12%, -0.9%, 1%, -5%, 18%, 2%, i, 0.3, 2.4, 77, 2%
- Cc1cc(C)c(C(=O)CC2(O)C(=O)Nc3ccccc32)cc1C (centres undefined)
→ 1%, -0.6%, 6%, -6%, 7%, 10%, i, 0.7, -1.2, 24, -4%
- Cc1ccc(S(=O)(=O)Nc2nc(C)cc(-n3nc(C)cc3C)n2)cc1
→ 12%, 1.8%, 6%, -5%, 5%, 2%, i, 1.9, -0.2, 58, 0%
- COc1cc(-c2nc3oc4ccccc4c(=O)c3c(=O)n2Cc2ccco2)cc(OC)c1OC
→ -12%, -1.5%, 8%, 1%, 8%, 8%, i, 1.1, 2.5, 84, 3%
- O=C(CCSc1ccccc1)Nc1ccccc1C(=O)N1CCCC1
→ -12%, 7.9%, 10%, -1%, 0%, -9%, i, 0.3, 3.3, 55, -5%
- Cc1ccc(NC(=O)CN(C)S(=O)(=O)c2cccs2)c(Br)c1
→ 4%, 0.3%, 2%, -11%, -3%, 4%, i, 0.6, -0.5, 51, 0%
- CCN(CC)S(=O)(=O)c1ccc(C)c(NC(=O)COC(=O)C=C(C)C)c1
→ -10%, 0.4%, 11%, -4%, 3%, 1%, i, 0.2, 0.9, 61, 10%
- CC(C)Cn1c(/C=C/c2ccccc2)nc2ccccc21
→ 22%, 1.2%, -1%, 0%, 3%, 7%, i, 0.1, 0.9, 63, -1%
- COC(=O)CSc1nc2ccccc2o1
→ 23%, 0.5%, 10%, -7%, 5%, 5%, i, 3.4, -0.4, 58, 3%
- Cc1ccc(-c2cc(C(=O)N3CCCCC3)c3ccccc3n2)cc1C
→ 11%, 0.2%, 1%, -1%, 17%, 12%, i, 6.1, 3.9, 68, -5%
- O=C(Nc1cccc2ncccc12)c1ccc2c(c1)OCCO2
→ 3%, -0.2%, -1%, 0%, -7%, 4%, i, 0.5, 2.1, 37, 12%
- CC(Oc1ccc(Cl)cc1Cl)C(=O)OCn1nnc2ccccc2c1=O (centres undefined)
→ -8%, -2.3%, 15%, -7%, -3%, 3%, i, 0.3, -1.5, 44, 2%
- COc1cc(Cl)c(C)cc1NC(=O)c1cc(S(=O)(=O)N(C)C)ccc1N1CCCC1
→ 20%, -3.4%, -3%, -1%, 9%, 6%, i, 1.1, -0.2, 45, 0%
- CCOc1ccc(C(=O)OCC(=O)NCc2ccco2)cc1OCC
→ -1%, 0.7%, 5%, -5%, 3%, 13%, i, 1.1, -0.1, 35, -4%
- COc1ccc(/C=N/NC(=O)c2ccc(COCC(F)(F)C(F)F)cc2)cc1
→ 9%, 1.5%, 6%, -1%, 2%, 6%, i, 0.3, 2.0, 74, 11%
- CCC(C)(C)NC(=O)C(c1ccc(F)cc1)N(Cc1cccs1)C(=O)c1cnccn1 (centres undefined)
→ -2%, -1.1%, 4%, -6%, 8%, 7%, i, 0.2, 1.0, 41, -2%
- CN(CC(=O)NCCC1=CCCCC1)S(=O)(=O)c1ccc2c(c1)CCC(=O)N2
→ -3%, 1.4%, 2%, -3%, 23%, 7%, i, 1.8, -0.5, 64, 2%
- CN(CC(=O)N1CCc2ccccc21)S(=O)(=O)c1cccs1
→ -6%, -0.4%, -2%, -5%, -2%, 5%, i, 0.4, 1.5, 37, 4%
- COc1ccc(N2CCN(C(=O)CCN3C(=S)NC(C)(C)CC3C)CC2)cc1 (centres undefined)
→ 1%, -2.0%, 1%, -2%, -1%, 14%, i, 0.2, 2.1, 60, -3%
- CC(=O)c1ccc(NC(=S)NNC(=O)c2ccncc2)cc1
→ -2%, 0.2%, -7%, -7%, 15%, 11%, i, 0.9, 0.4, 53, -3%
- Cc1cc(NC(=O)CCC(=O)N(Cc2cccs2)C(C(=O)NC2CCCC2)c2ccccc2)no1 (centres undefined)
→ 15%, 2.2%, 18%, 1%, -1%, 11%, i, 0.6, 2.4, 53, -13%
- COCCNC(=O)Cc1c(C)c2cc3c(cc2oc1=O)OC(C)(C)CC3
→ 5%, -0.7%, -1%, -21%, -15%, 8%, i, 0.7, ., ., 2%
- COc1ccc(-c2cc(=O)n(-c3nc4ccccc4[nH]3)[nH]2)cc1
→ -9%, 24%, -8%, 7%, -12%, 1%, i, 2.0, 4.2, 53, -9%
- O=C1CCN(Cc2ccccc2)N1
→ 7%, -0.9%, -19%, -10%, 5%, -2%, i, 0.5, -1.2, 89, 1%
- O=C(COc1ccc(Cl)cc1Cl)N/N=C1\CCCc2ccccc21
→ 0%, 6.1%, 4%, 2%, -9%, 5%, i, 1.0, 10, 91, -1%
- COCCNC(=O)CN1C(=O)NC2(CCCCCC2)C1=O
→ -2%, -0.4%, -15%, -4%, -14%, 5%, i, 0.4, 0.1, 36, 3%
- COCCCN1C2=C(C(=O)CC(C)(C)C2)C(c2ccc(OC)c(OC)c2)C2=C1CC(C)(C)CC2=O
→ 12%, -0.8%, 6%, -7%, 5%, 7%, i, 0.6, -0.5, 67, -3%
- COc1ccc(C(=O)N2CCC(n3c(C)nc4cc(F)ccc43)CC2)cc1OC
→ -8%, -0.7%, -6%, -9%, 2%, 4%, i, 0.4, 2.4, 90, -1%
- O=C(c1ccc(N2CCCCC2)c([N+](=O)[O-])c1)N1CCN(c2ccccn2)CC1
→ 11%, -0.8%, -13%, -2%, -8%, 11%, i, 0.5, 0.2, 52, 2%
- CCCC1=C(C(=O)OCC)C(c2ccc(F)cc2)n2ncnc2N1 (centres undefined)
→ 19%, -1.8%, 15%, -2%, 12%, 14%, i, 0.6, 0.6, 45, 2%
- CCOc1ccc(OCCCC(=O)O)cc1
→ -12%, -0.9%, -8%, -8%, -3%, 4%, i, 1.1, 0.1, 92, 1%
- Cc1cc2c(cc1S(=O)(=O)NCCc1ccc(Cl)cc1)OCC(=O)N2
→ ., -0.7%, -9%, -8%, -20%, 2%, i, 2.9, -1.7, 71, 24%
- CC1CCN(C(=O)c2ccc(NS(=O)(=O)c3cccc4cccnc34)cc2)CC1
→ ., -0.8%, 7%, -4%, 7%, -10%, i, 1.1, 2.8, 69, 8%
- CCc1cc(=O)oc2c(C)c(O)c(CN3CCCCC3)cc12
→ 4%, 2.6%, 18%, -14%, 6%, 9%, i, 2.5, 2.6, 85, 4%
- Cc1cc(S(=O)(=O)N2CCN(Cc3ccccc3)CC2)c(C)s1
→ 15%, -1.6%, 10%, -8%, 21%, -2%, i, 2.7, 2.4, 54, 4%
- CCOc1ccc(-c2cc(C(=O)O)c3ccccc3n2)c(OCC)c1
→ 2%, 5.3%, 11%, -1%, -11%, 6%, i, 0.9, -0.2, 80, 2%
- CC(CC(=O)NCc1ccco1)S(=O)(=O)c1ccc2c(c1)CCN2C(=O)C1CC1 (centres undefined)
→ -1%, -1.2%, 6%, -8%, -1%, 5%, i, 3.4, 0.3, 67, 6%
- COc1cc(NS(=O)(=O)c2ccc(Nc3nc(-c4cccc([N+](=O)[O-])c4)cs3)cc2)nc(OC)n1
→ -11%, 37%, 0%, 1%, -10%, 6%, i, 0.7, 2.0, 50, -9%
- CCN1/C(=C2/SC(=S)N(NC(C)=O)C2=O)Sc2ccccc21
→ -14%, 42%, -24%, 3%, -6%, 0%, i, 0.4, 0.4, 60, 0%
- CC(Oc1ccccc1)C(=O)N1CCN(C(=O)C(C)Oc2ccccc2)CC1 (centres undefined)
→ -4%, 0.8%, 16%, -11%, -3%, 3%, i, 1.0, 0.2, 62, 12%
- CCN(CC)c1ccc(NC(=O)c2ccco2)c(C)c1
→ 2%, 2.9%, 9%, -9%, -6%, ?, i, 7.3, -1.6, 62, -1%
- O=C(CCC(=O)c1ccc(F)cc1)Nc1cc(Cl)cc(Cl)c1
→ -9%, 0.7%, 9%, -10%, 2%, 1%, i, 0.5, 2.2, 46, -4%
- Cc1ccc(NC(=S)NC(=O)/C=C/c2ccc(Cl)cc2)cc1
→ 5%, 0.4%, -2%, 7%, -4%, 1%, i, 0.9, -0.1, 42, 4%
- COc1cccc(-c2nc(CSCC(=O)NCC3CCCO3)c(C)o2)c1 (centres undefined)
→ -5%, 2.1%, 6%, -10%, -2%, 2%, i, 0.8, -0.1, 89, 2%
- CN1CCN(CCNC(=O)Cn2c(=O)c3cccn3c3ccc(F)cc32)CC1
→ -4%, -2.5%, 3%, -12%, -5%, 2%, i, 9.2, -0.9, 59, 5%
- CCN(CC)C(=O)Cn1cc(S(=O)(=O)CC(=O)Nc2ccc(OC)c(OC)c2)c2ccccc21
→ -8%, -0.3%, -10%, -9%, -3%, 5%, i, 0.6, -0.9, 62, 8%
- COc1cccc(C(C(=O)NC2CCCCC2)N(C(=O)c2ccccn2)c2cccnc2)c1 (centres undefined)
→ 10%, 1.6%, 5%, -9%, 4%, 5%, i, 0.3, 0.9, 66, 16%
- Oc1[nH]c2ccccc2c1N=Nc1ccccc1F
→ -10%, 150%, 13%, -7%, -16%, 7%, i, 0.7, 2.6, 62, 6%
- CCOc1ccc(-n2c(O)c(/C=N/NC(=O)C3COc4ccccc4O3)c3ccccc3c2=O)cc1 (centres undefined)
→ -12%, 9.2%, 1%, 0%, 8%, 17%, i, 0.4, 2.3, 66, -8%
